Source: PubChem
PERK inhibitor = blocks human PERK kinase | Q9NZJ5 | 220,000 tested, 0.17% active | AID 1416 | inhibition, % at 5.6 µM | CHO PERK-DD fusion, SEAP luminescence translation reporter;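 active means inhibition above the mean inhibition of all tested compounds plus 3 SD, set separately per screening campaign, cut at about 2.9% in these data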;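 further: PERK kinase domain activated by AP20187 dimerizer at 100 nM; 0% = DMSO with dimerizer and 100% = rapamycin at 8.4 µM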
m-calpain inh = blocks pig calpain II enzyme activity; purified calpain II, fluorogenic peptide substrate, 30 min; inhibition, % at 16 µM; 220,000 tested, 0.37% active; AID 1236;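 active means inhibition above about 50%, limit read from the data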
Furin inh = inhibitors of human furin. P09958. purified furin, fluorogenic substrate cleavage. inhibition, % at 30 µM. 220,000 tested, 0.061% active. AID 463115; in the data active means inhibition above about 25%; further: inactives centre near -15
Rad51 HR inh = Rad51 (human) homologous recombination inhibition | Q06609 | hRad51 DNA strand exchange, fluorescence dequenching | inhibition, % at 10 µM | 200,000 tested, 0.085% active;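 active means inhibition above 40% at the single screening dose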;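 further: 0% = DMSO control wells and 100% = blanks with heterologous ssDNA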
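Test system: preformed human Rad51 ssDNA filaments. Compound dosing: single dose, 10 µM final compound. Incubation: filaments 15 min 37 °C, then compound 30 min. Technique: FRET fluorescence dequenching, excitation 485 nm, emission 520 nm. Read-out basis: percent inhibition from fluorescence, normalised to plate control and blank means. Benchmarks: plate controls and plate blanks.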
KCC2 mod = modulators of human KCC2 chloride dependent transport | B-score of Tl+ flux slope (higher = more flux/activation; lower = inhibition) at 10 µM | 190,000 tested, 2.2% active | Q9H2X9 | KCC2 cells, thallium flux FluoZin-2 fluorescence;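 active means thallium flux slope and its plate-corrected score both differing from the plate sample mean at a set confidence after two filtering rounds, in either direction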;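 further: slope of fluorescence scaled to starting intensity during 10 to 20 s after thallium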
KLK5 inh = kallikrein 5 (human) inhibition; inhibition, % at 5 µM; AID 873; recombinant hK5, fluorogenic AMC substrate cleavage; 210,000 tested, 0.59% active;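 active means inhibition of 40% or more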;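 further: 0% = enzyme controls without compound and 100% = no-enzyme blanks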
Target sequence (Q9Y337 67-293 limits assumed): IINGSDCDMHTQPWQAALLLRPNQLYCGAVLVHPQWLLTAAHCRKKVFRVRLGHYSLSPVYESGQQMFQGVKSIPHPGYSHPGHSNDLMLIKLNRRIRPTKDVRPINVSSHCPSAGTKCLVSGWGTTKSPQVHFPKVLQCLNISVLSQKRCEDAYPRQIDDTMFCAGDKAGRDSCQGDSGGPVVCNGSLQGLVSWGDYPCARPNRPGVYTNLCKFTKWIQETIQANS
FXIa inh 1536 = inhibitors of human coagulation factor XIa; inhibition, % at 5 µM; purified FXIa, Boc-Glu-Ala-Arg-AMC fluorogenic substrate; 220,000 tested, 0.14% active;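 active means inhibition of at least 40%; inactive means inhibition below 40%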;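 further: fluorescence of freed AMC excited at 355 nm; 0% = enzyme without compound and 100% = no enzyme blank; many of its hits are not listed in these tables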
thrombin 1536 = blocks human thrombin protease activity; alpha-thrombin, Boc-VPR-AMC fluorogenic substrate cleavage; inhibition, % at 5 µM; 220,000 tested, 0.26% active; AID 1046;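 active means inhibition at or above 40%; inactive means inhibition below 40%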;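 further: 0% = enzyme with no compound and 100% = wells without enzyme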
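Material: human alpha-thrombin enzyme / Medium: pH 7.5 Tris (50 mM) with NaCl 150 mM, Tween 20 0.05% / Compound: single-point dosing at 5 µM, 0.2% DMSO / Incubation: enzyme reaction carried out at room temperature / Detection: AMC fluorescence, 355/460 nm / Read-out basis: percent inhibition scaled between no-compound controls and no-enzyme blanks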
FXIIa inh = inhibitors of human coagulation factor XIIa. P00748. purified FXIIa, Boc-QGR-AMC fluorogenic substrate, 2 h. inhibition, % at 5 µM. 220,000 tested, 0.3% active; in the data active means inhibition above about 40%;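 further: 0% = enzyme with no compound and 100% = blank without enzyme; many of its hits are not listed in these tables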
Target sequence (P00748 20-372 limits assumed): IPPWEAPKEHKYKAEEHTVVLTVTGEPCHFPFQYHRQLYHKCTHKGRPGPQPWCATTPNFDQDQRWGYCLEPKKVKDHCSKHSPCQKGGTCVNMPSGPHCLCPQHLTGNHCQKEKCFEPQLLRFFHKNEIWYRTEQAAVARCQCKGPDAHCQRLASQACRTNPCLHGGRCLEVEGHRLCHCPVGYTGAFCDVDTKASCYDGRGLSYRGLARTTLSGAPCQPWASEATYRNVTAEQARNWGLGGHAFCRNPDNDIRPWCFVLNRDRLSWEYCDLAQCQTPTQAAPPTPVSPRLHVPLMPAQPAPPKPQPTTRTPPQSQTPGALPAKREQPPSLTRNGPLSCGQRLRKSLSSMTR
Target sequence (P00748 373-615 limits assumed): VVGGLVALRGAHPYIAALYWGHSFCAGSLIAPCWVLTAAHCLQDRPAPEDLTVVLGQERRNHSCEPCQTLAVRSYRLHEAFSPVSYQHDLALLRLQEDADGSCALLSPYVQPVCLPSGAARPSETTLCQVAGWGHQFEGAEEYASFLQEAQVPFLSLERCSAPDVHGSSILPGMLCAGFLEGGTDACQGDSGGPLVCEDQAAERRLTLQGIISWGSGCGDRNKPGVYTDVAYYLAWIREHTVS
The depositor's hits bear a star; i = inactive; . = no result given; [ ] = remark or other dose. Some of the compounds tested; count on the stated rates, not on these rows.

Under each structure – PERK inhibitor	m-calpain inh	Furin inh	Rad51 HR inh	KCC2 mod	KLK5 inh	FXIa inh 1536	thrombin 1536	FXIIa inh
(1) CNc1ccccc1C(C)(C)c1cc(-c2cc(C)cc(C)c2)no1
    1.0	8	-7	-5	1.1	-9	5	-3	2
(2) CCOC(=O)c1[nH]c(C)c(/C(O)=C2\C(=O)C(=O)N(CCCN3CCOCC3)C2c2cccs2)c1C (stereo not drawn)
    2.4	11	-19	-19	0.52	1	9	-4	2
(3) COc1cc(Cl)c(C)cc1NC(=O)Cn1c(NCCO)nc2ccccc21
    0.6	-304	-4	-7	-0.77	26	27	36	28
(4) COc1ccc(N2CCN(C(CNS(C)(=O)=O)c3ccco3)CC2)cc1 (stereo not drawn)
    1.9	-1	-8	-14	1.2	-15	-8	-5	-3
(5) O=C(Cn1cc2c(n1)CCCCC2)Nc1ccccc1Cl
    -1.4	12	-16	21	0.03	-3	-4	-7	3
(6) Cc1ccc(C(=O)Nc2ccc(C(=O)O)cc2)cc1S(=O)(=O)NCc1ccccc1
    0.7	-40	-26	5	.	-3	-6	-14	7
(7) Cc1ccc(Cn2cc(/C=C/C(=O)O)c(-c3ccccc3)n2)cc1
    0.7	-28	-18[20 µM]	4	-2.9	-3	4	1	15
(8) O=C1CC(CCC(=O)NC2CC2)c2ccccc2N1 (stereo not drawn)
    0.1	1	-18	3	1.3	4	-10	-2	-5
(9) COc1cccc(CN(c2ccc3c(c2)CCC3)S(=O)(=O)c2ccc(-n3cnnn3)c(OC)c2)c1
    -0.2	0	-22	.	-0.43	4	6	4	16
(10) COc1ccc(OCc2nnc(SCC(=O)N(C)Cc3ccccc3)n2N)cc1
    1.8	-10	-19	-3	-0.0093	-1	-2	1	4
(11) Cc1cccc(C(=O)Oc2ccccc2/C=N/NC(=O)c2ccc(NC(=O)C(C)(C)C)cc2)c1
    0.3	-77	-16	-6	-1.1	1	-1	-2	3
(12) CCOC(=O)c1c(NC(=O)CSC2=NN3CCCC(=O)N=C3S2)sc2c1CCCCC2
    -0.2	-13	2	.	-0.16	-5	-1	-5	3
(13) COc1cc(OC)c(C(=O)Nc2ncn[nH]2)cc1OC
    0.0	.	-6[20 µM]	5	0.52	.	.	.	.
(14) Cc1cc(S(=O)(=O)NC2CCCCC2)ccc1-n1cnnn1
    1.4	-1	-5	21	0.28	-6	-8	-3	0
(15) Cc1cc(-c2ccco2)n(CC(=O)O)n1
    1.6	13	-16	10	0.00076	115*	-4	-1	-3
(16) CCCS(=O)(=O)N1CCC(C(=O)NCc2ccc3c(c2)OCO3)CC1
    0.7	3	-33	-3	0.15	-1	4	5	10
(17) Cc1ccc2c(c1)nnn2C1CCN(S(=O)(=O)c2ccc(C(=O)N(C)C)cc2)CC1
    -0.4	-9	-19[20 µM]	1	0.51	-14	-3	0	4
(18) COc1ccccc1NC(=O)Nc1cc(C(C)C)ccc1C
    1.1	-6	-27	4	0.04	-1	0	-1	7
(19) Cc1cc(C)c(C(=O)CC2(O)C(=O)Nc3ccccc32)cc1C (stereo not drawn)
    -0.8	4	-11[20 µM]	7	0.37	-12	1	-5	15
(20) CC1=CC(C)(C)NC(=S)N1NC(=O)c1ccccc1Cl
    1.3	2	-16	.	1.3	0	1	-3	7

From compound 18 to 20, as listed above:
Under each structure – PERK inhibitor	m-calpain inh	Furin inh	Rad51 HR inh	KCC2 mod	KLK5 inh	FXIa inh 1536	thrombin 1536	FXIIa inh
(18) COc1ccccc1NC(=O)Nc1cc(C(C)C)ccc1C
    1.1	-6	-27	4	0.04	-1	0	-1	7
(19) Cc1cc(C)c(C(=O)CC2(O)C(=O)Nc3ccccc32)cc1C (stereo not drawn)
    -0.8	4	-11[20 µM]	7	0.37	-12	1	-5	15
(20) CC1=CC(C)(C)NC(=S)N1NC(=O)c1ccccc1Cl
    1.3	2	-16	.	1.3	0	1	-3	7

Complete entries, quoted from the list:
`COc1ccc(N2CCN(C(CNS(C)(=O)=O)c3ccco3)CC2)cc1` (stereo not drawn) is listed with PERK inhibitor = 1.9; m-calpain inh = -1; Furin inh = -8; Rad51 HR inh = -14; KCC2 mod = 1.2; KLK5 inh = -15; FXIa inh 1536 = -8; thrombin 1536 = -5; FXIIa inh = -3
`COc1cc(Cl)c(C)cc1NC(=O)Cn1c(NCCO)nc2ccccc21` is listed with PERK inhibitor = 0.6; m-calpain inh = -304; Furin inh = -4; Rad51 HR inh = -7; KCC2 mod = -0.77; KLK5 inh = 26; FXIa inh 1536 = 27; thrombin 1536 = 36; FXIIa inh = 28

Remaining list, next part:
Under each structure – PERK inhibitor	m-calpain inh	Furin inh	Rad51 HR inh	KCC2 mod	KLK5 inh	FXIa inh 1536	thrombin 1536	FXIIa inh
(21) COc1ccc(CCN(Cc2ccccn2)C(=S)Nc2ccccc2F)cc1OC
    -0.3	11	-16	1	0.26	-8	0	2	4
(22) O=C(CSCc1ccc(F)cc1)Nc1ccccc1
    0.3	31	-20[20 µM]	-4	.	-29	-5	-3	-3
(23) CCOc1ccc2ccccc2c1C(=O)N1CCN(c2ccccc2)CC1
    0.1	-3	1[20 µM]	-1	.	0	-18	-7	3
(24) Cc1cc(C(F)(F)F)n2nc(-c3cnn(C)c3C(F)(F)F)cc2n1
    1.2	-15	-21	-2	0.25	-13	4	0	14
(25) O=C(O)CC/C(=N/NC(=O)CNC(=O)C(c1ccccc1)c1ccccc1)c1ccccc1
    1.4	20	-5	-7	.	14	6	7	17
(26) O=C(CSc1ccccc1)NCc1cccnc1
    0.5	-9	-27	.	.	-1	-6	-3	-3
(27) CCN1CCCC1CNC(=O)C(=O)NC (stereo not drawn)
    1.3	-13	-10	1	.	-13	-9	-2	-12
(28) Cn1c(=S)n(/N=C/c2cccs2)c2ccccc21
    1.4	10	-10	11	-2.7	-2	-1	-4	6
(29) O=C(Cc1ccc(Cl)cc1)NC(=S)Nc1ccccc1N1CCOCC1
    0.0	13	-14	-8	2.7	-6	3	-6	6
(30) Cc1ccccc1OCC(=O)N/N=C/c1c(C)nn(-c2ccccc2)c1Cl
    0.6	11	-17	-35	0.89	-20	-2	-6	7
(31) Cc1noc(C)c1C(=O)N1CCCC(C(=O)c2ccc(Cl)cc2)C1 (stereo not drawn)
    -0.1	24	-12	1	0.29	-3	-2	-12	5
(32) COc1ccc(C)cc1NC(=O)CCS(=O)(=O)c1cccc2nonc12
    -0.3	-5	2[20 µM]	0	-1.1	-9	6	1	13
(33) COc1cccc(C2[C@H](C)C3(CCN2C)OCCO3)c1 (stereo partly drawn)
    0.3	-21	-31	3	0.35	7	8	-2	6
(34) CCOc1cc(/C=C/C(=O)NCCc2ccc(S(N)(=O)=O)cc2)ccc1OCC(C)C
    1.0	-29	-24	1	-1.1	7	4	6	16
(35) Cn1ccnc1SCC(=O)Nc1sccc1C#N
    0.9	-73	-11	-5	.	-6	3	5	12
(36) O=[N+]([O-])c1ccc(C(O)C(CO)NC(=S)Nc2ccccc2)cc1 (stereo not drawn)
    1.6	-8	-21	16	0.21	1	1	-3	0
(37) COc1cccc(C(=O)Cn2c(N3CCCCC3)nc3c2c(=O)n(C)c(=O)n3C)c1
    0.7	15	-14	7	-0.76	12	-6	-6	3
(38) N#CCC(=O)Nc1ccc(C(=O)OCC(=O)Nc2ccccc2-c2ccccc2)cc1
    0.6	-62	-16	-12	-0.99	1	-1	2	5
(39) CSc1ccc(Cl)c(C(=O)OCC(=O)NC2CC2)c1
    0.7	-76	-32[20 µM]	3	0.14	-5	-2	-7	10
(40) Cc1c(CCC(C)C)c(=O)n2c([nH]c3ccccc32)c1C#N
    0.1	-58	-5[20 µM]	-24	1.1	-11	-8	-4	3

7 of the entries above in order of their number in FXIa inh 1536, descending:
entry | Molecule | FXIa inh 1536
32 | COc1ccc(C)cc1NC(=O)CCS(=O)(=O)c1cccc2nonc12 | 6
7 | Cc1ccc(Cn2cc(/C=C/C(=O)O)c(-c3ccccc3)n2)cc1 | 4
29 | O=C(Cc1ccc(Cl)cc1)NC(=S)Nc1ccccc1N1CCOCC1 | 3
36 | O=[N+]([O-])c1ccc(C(O)C(CO)NC(=S)Nc2ccccc2)cc1 (stereo not drawn) | 1
31 | Cc1noc(C)c1C(=O)N1CCCC(C(=O)c2ccc(Cl)cc2)C1 (stereo not drawn) | -2
22 | O=C(CSCc1ccc(F)cc1)Nc1ccccc1 | -5
14 | Cc1cc(S(=O)(=O)NC2CCCCC2)ccc1-n1cnnn1 | -8

Later entries
Under each structure – PERK inhibitor	m-calpain inh	Furin inh	Rad51 HR inh	KCC2 mod	KLK5 inh	FXIa inh 1536	thrombin 1536	FXIIa inh
(41) Cc1ccc(NC(=O)COC(=O)CN2C(=O)c3ccccc3C2=O)cc1S(=O)(=O)N(C)C
    0.4	12	-17	-5	0.097	-4	3	6	1
(42) COc1cc(Br)cc(CN2CCN(C=O)CC2)c1O
    0.0	-11	-5	-3	-0.86	-2	-1	0	14
(43) COC(=O)c1nn(-c2ccc(OC)cc2)c(=O)c2c(N)sc(C)c12
    0.6	5	-15	-2	-0.04	-15	8	-3	9
(44) CCOc1ccc2c(c1)OC(c1ccc(C)cc1)(C(F)(F)F)NC2=O (stereo not drawn)
    -0.6	18	6	-1	1.7	-10	-10	-11	4
(45) COc1ccc(-n2nc(C(=O)c3cccs3)cc(-c3nc4ccccc4[nH]3)c2=N)cc1
    0.8	6	-8[20 µM]	.	0.21	-19	14	57*	20
(46) Cc1ccc2nc(NC(=O)c3ccco3)sc2c1
    -0.5	17	0[20 µM]	8	-1.6	-8	22	2	28
(47) Cc1cc(C)cc(OCC(=O)NNC(=O)CCN2C(=O)c3ccccc3C2=O)c1
    0.2	18	5	12	0.6	-13	20	-7	1
(48) CCCCCCOC(=O)C(C#N)c1nc2ccccc2nc1N1CCOCC1 (stereo not drawn)
    0.0	i	-11	0	.	0	0	-3	8
(49) COc1ccc(Cl)cc1NC(=O)NCc1ccco1
    0.6	-22	-28	.	-0.6	.	2	3	9
(50) COC(=O)CSc1nnc(CNC(=O)c2ccccc2F)n1-c1ccccc1
    0.5	20	-22	3	-1.3	-3	-4	-9	5
(51) CC(C)NCc1cc(Br)ccc1OCc1ccccc1
    0.4	-25	-23	5	0.85	-8	-2	-5	2
(52) Cc1ccccc1NC(C)C(=O)N/N=C/c1c[nH]c2ccccc12 (stereo not drawn)
    -0.8	-2	-17	3	-0.021	-11	0	13	8
(53) O=C(CN1C(=O)c2ccccc2C1=O)Nc1cccc2cccnc12
    0.5	-3	-27	-6	-0.29	12	-10	-8	-1
(54) COc1ccc2cc(CN(CCc3ccccc3)Cc3nnnn3Cc3ccco3)c(=O)[nH]c2c1
    -1.1	30	-14	-14	-3.1*	0	16	-1	14
(55) CN(C)c1c(-c2ccccc2)cc(-c2ccccc2)[nH]c1=O
    1.0	-68	-20	14	-0.4	3	5	2	14
(56) O=C(c1ccc(N2C(=O)CCC2=O)cc1)N1CCOCC1
    1.4	29	-16	-3	-0.17	1	-1	0	1
(57) Cn1c(SCC(=O)O)nnc1-c1cccc(NC(=O)c2cccc3ccccc23)c1
    0.0	-12	-15	0	-0.83	-5	-6	-5	2
(58) CCc1nnc(NC(=O)c2cccs2)s1
    0.1	-14	1	2	.	0	7	2	14
(59) COc1ccc(-c2nnc(SCc3cc(C)cc(C)c3)o2)cc1
    1.3	18	-13	.	-0.84	-13	4	-11	18
(60) CC(=O)C1C(c2ccc(F)c(F)c2)NC(=O)NC1(O)C(F)(F)F (stereo not drawn)
    0.5	-2	-15[20 µM]	-4	-0.44	-5	2	-3	6
(61) CCN(CC)S(=O)(=O)c1ccc(Cl)c(C(=O)Nc2nncs2)c1
    0.1	9	-20	4	.	-11	7	-1	-5
